Assay outcomes: PubChem, Sanford-Burnham Center for Chemical Genomics
tim23-1 inh – tim23-1 yeast growth inhibition; S. cerevisiae tim23-1 growth, BacTiter-Glo luminescence, 24 h; inhibition, % at 20 µM; 330,000 tested, 1.3% active; AID 463212;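 active means growth inhibition of the mutant yeast at or above 50%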;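 further: temperature-sensitive mutant grown at 25 °C; plate controls were DMSO-treated mutant yeast for no effect and medium wells lacking yeast for full effect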
UPR CHOP act – activators of apoptotic arm of unfolded protein response (CHOP) | activation, % at 10 µM | CHO-CHOP luciferase reporter, UPR activation, luminescence; percent of tunicamycin response over DMSO baseline | 330,000 tested, 0.34% active | AID 449763;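 active means at 10 µM dose, activation of 40% or more, normalized to positive control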;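 further: 100% = tunicamycin at 10 µg/mL and 0% = DMSO alone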
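Material: CHO-CHOP cells, stable luciferase reporter of PERK-eIF2a-CHOP signalling; quantity: 500 reporter cells seeded per well; buffer or medium: F12 medium containing 10% fetal bovine serum; compound: one dose, 10 µM in 0.5% DMSO; incubation: 6 h compound treatment, 37 °C; measured by: Steady-Glo luciferase luminescence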
TIM10 inh – growth inhibitors of TIM10 yeast strain; S. cerevisiae TIM10 strain growth, BacTiter-Glo luminescence, 24 h; inhibition, % at 10 µM; 330,000 tested, 1.4% active; AID 463195;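 active means inhibition of 40% or more at the single tested concentration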;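 further: wild-type TIM10 isogenic control strain grown at permissive 25 °C; 0% = DMSO yeast wells and 100% = minimal medium wells without yeast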
APJ ag – activates the human apelin receptor APJ; CHO-K1 APJ PathHunter beta-arrestin, luminescence; 0% DMSO wells, 100% apelin; activation, % at 20 µM; 330,000 tested, 0.11% active; AID 2520;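 active means activation more than six SD over the plate average, tested at 20 µM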;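 further: 0% = DMSO alone and 100% = apelin-13 at 10 nM; some results filed as inactive read as strong as hits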
Target sequence (P35414 whole entry, looked up): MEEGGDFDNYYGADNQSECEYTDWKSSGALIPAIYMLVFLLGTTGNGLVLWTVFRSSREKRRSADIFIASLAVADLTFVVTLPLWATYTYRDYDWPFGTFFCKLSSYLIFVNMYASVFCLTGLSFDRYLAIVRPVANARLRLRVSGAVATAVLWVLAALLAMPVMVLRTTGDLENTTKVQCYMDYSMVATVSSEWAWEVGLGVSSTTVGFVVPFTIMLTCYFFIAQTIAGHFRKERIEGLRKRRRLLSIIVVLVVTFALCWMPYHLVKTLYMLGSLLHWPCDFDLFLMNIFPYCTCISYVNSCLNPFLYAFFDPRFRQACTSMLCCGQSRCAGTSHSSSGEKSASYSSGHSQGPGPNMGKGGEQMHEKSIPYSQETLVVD
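Incubation: overnight seeding, 90 min compound at 25 °C, 1 h detection; test system: PathHunter CHO-K1 APJ (AGTRL-1) beta-arrestin reporter cells; amount: 1000 cells/well; doses: one dose, 20 µM compound, 1% DMSO; measured by: beta-gal luminescence; measure: agonist-driven arrestin binding to APJ; benchmarks: negative DMSO alone, positive Apelin-13 at 10 nM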
Mdm2 MdmX PPI – inhibitors of human Mdm2/MdmX interaction | SaOS-2 split-luciferase Mdm2/MdmX complementation, luminescence | O15151+Q00987 | 330,000 tested, 3% active | inhibition, % at 8 µM;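 active means inhibition of at least 50% at 8 µM in the primary screen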
APJ antagonist – antagonists of human APJ apelin receptor; CHO-K1 APJ beta-arrestin complementation, luminescence; 330,000 tested, 0.32% active; AID 2521; inhibition, % at 20 µM;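 active means inhibition above about 40% at 20 µM, limit read from the data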;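 further: cells challenged with 10 nM apelin-13 agonist together with compound; plate controls were apelin-13 plus DMSO wells for no effect and DMSO wells lacking apelin-13 for full effect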
UPR XBP1 act – activators of adaptive arm of unfolded protein response (XBP1). 330,000 tested, 0.33% active. activation, % at 20 µM. CHO-XBP1 luciferase reporter, IRE1-XBP1 UPR activation, luminescence; percent of tunicamycin response, DMSO as zero;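 active means versus positive control, 20 µM dose yields 30% or more activation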;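 further: 100% = tunicamycin at 10 µg/mL and 0% = DMSO only wells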
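Material: CHO cell line with stable XBP1 luciferase reporter; schedule: 16-18 h cell attachment at 37 °C, then 6 h compound exposure; signal: glow luminescence from Steady-Glo reagent; medium: serum-containing F12 medium, 10% FBS; benchmarks: tunicamycin 10 µg/mL and vehicle-only wells; read-out: percent activation relative to tunicamycin reference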
CXCR6 inh – inhibitors of human CXCR6 receptor; O00574; CHO-K1 PathHunter CXCR6 beta-arrestin, luminescence; inhibition, % at 20 µM; 360,000 tested, 0.36% active; AID 602244; in the data active means inhibition above about 34%, passing the limit was not always enough;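 further: antagonist mode with CXCL16 agonist at 10 nM final; 0% = 10 nM CXCL16 with DMSO and 100% = unstimulated wells without agonist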
Target sequence (O00574 whole entry, looked up): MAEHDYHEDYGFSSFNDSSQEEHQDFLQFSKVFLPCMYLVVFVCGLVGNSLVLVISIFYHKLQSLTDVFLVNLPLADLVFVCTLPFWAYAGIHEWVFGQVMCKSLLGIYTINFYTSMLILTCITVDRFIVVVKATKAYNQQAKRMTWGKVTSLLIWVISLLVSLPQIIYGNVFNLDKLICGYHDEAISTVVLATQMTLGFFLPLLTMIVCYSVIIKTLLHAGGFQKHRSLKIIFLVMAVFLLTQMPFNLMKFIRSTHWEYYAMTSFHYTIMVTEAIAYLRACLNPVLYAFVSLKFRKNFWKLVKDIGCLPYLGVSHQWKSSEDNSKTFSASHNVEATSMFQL
tim10-1 inh – tim10-1 yeast growth inhibition; 330,000 tested, 2.2% active; S. cerevisiae tim10-1 ts strain growth, BacTiter-Glo, 24 h; inhibition, % at 20 µM;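 active means inhibition of at least 40%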;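 further: mutant grown at 25 °C; 0% = DMSO wells with yeast and 100% = wells holding no yeast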
* hit, by the source's call. This is a subset. The share of hits here may be higher or lower than overall.

SMILES	tim23-1 inh	UPR CHOP act	TIM10 inh	APJ ag	Mdm2 MdmX PPI	APJ antagonist	UPR XBP1 act	CXCR6 inh	tim10-1 inh
C/C=C/C(=O)N1CC2(CC(c3cccc(NC(=O)COc4ccc(Cl)cc4)c3)=NO2)C[C@@H]1C(N)=O (stereo partly drawn)	10.7	-0.3	0.3	3.7	-15.0	-16.9	-1.2	0.5	-8.2
CCC(=O)NC(Nc1c(C)n(C)n(-c2ccccc2)c1=O)C(Cl)(Cl)Cl (stereo not drawn)	1.0	0.5	4.2	-0.7	14.7	8.6	-0.7	-3.6	-3.7
CCCC(=O)N1CC(=O)Nc2ccc(C)cc2C1c1ccccc1 (stereo not drawn)	19.6	0.3	23.0	0.0	-44.1	-18.1	2.4	-1.7	27.0
O=C(Nc1nnc(C(F)(F)F)s1)c1ccc(Br)s1	6.1	4.2	-21.6	-1.4	42.1	3.5	5.6	-5.3	0.5
Nc1nc(NCCN2CCOCC2)nc(NCc2ccccc2)c1[N+](=O)[O-]	-0.8	-0.5	-4.4	3.5	35.7	21.0	2.8	4.9	-9.5
Cc1nc(SCc2ccccc2C)n[nH]1	10.9	-1.1	6.7	2.2	-44.5	0.7	3.2	0.6	15.5
O=C(COC(=O)c1ccc(Br)o1)NCc1ccc2c(c1)OCO2	10.4	-0.9	-1.8	-3.9	-12.6	3.1	3.3	-6.5	21.8
N/C(=N\OC(=O)c1ccccc1Br)c1cccc([N+](=O)[O-])c1	39.3	4.2	41.3*	8.9	-43.6	-51.1	-3.8	-18.4	79.1*
COc1ccc(Cl)cc1NC(=O)c1c(-c2ccccc2)noc1C	-17.5	-0.1	16.3	2.9	10.2	6.1	2.5	13.7	12.3
CC(C)C[C@@H](C(=O)N[C@@H](C(=O)O)c1ccccc1)N1C(=O)N2CCc3c([nH]c4ccccc34)[C@@]2(C)C1=O	24.4	-2.6	17.1	-1.4	6.5	-8.7	-2.3	-1.1	17.2
Cc1ccc(N2C(=O)[C@@H]3[C@H](C2=O)C2c4ccccc4C=CN2[C@@H]3C(=O)c2ccco2)c(C)c1 (stereo partly drawn)	6.5	2.8	14.1	-3.9	22.5	2.7	-4.7	10.6	18.8
CCCOc1ccc(C(=O)NCCCn2ccnc2)cc1	-9.8	-2.6	-14.8	-2.5	9.1	-11.8	1.1	-4.3	3.0
Cc1cccc(CSCc2ccc(C(=O)O)o2)c1	16.7	1.8	-1.4	-4.0	-3.9	13.6	-2.0	3.5	15.7
CC(C)Cn1c(-c2ccc(C#N)cc2)nc2c1c(=O)[nH]c(=O)n2CC(C)C	5.0	-2.1	12.8	-2.5	-16.1	-0.8	-5.7	5.2	12.5
CC(=O)c1cccc(NC(=O)COC(=O)c2ccccn2)c1	9.7	2.1	-14.0	2.6	7.1	-9.9	-1.7	1.6	20.4
COc1ccc(N2CCN(C(CNC(=O)C(=O)NCc3ccncc3)c3ccco3)CC2)cc1 (stereo not drawn)	1.6	0.6	-19.1	-3.4	15.1	12.4	-3.1	-5.7	8.8
CCC(C)NCCCCOc1ccc(C)cc1[N+](=O)[O-] (stereo not drawn)	-7.3	2.0	6.6	-0.8	0.9	0.9	-1.1	-1.4	2.5
CCOc1ccc(N=C2NC(=O)S/C2=C\c2ccc(O)cc2)cc1	14.9	0.5	12.6	-4.3	-26.7	28.9	0.2	14.6	25.4
COc1cc2c(cc1OC)CN(c1nc(CN3CCOCC3)nc3sc4c(c13)CCCC4)CC2	35.4	3.1	35.9	-3.0	45.5	-4.9	-4.5	8.6	11.0
C=CCN(CC=C)C(=S)NC(=O)Cc1cccc2ccccc12	35.4	-0.2	37.3	-2.9	4.2	8.5	0.2	9.9	39.1
CCCCN1CC(C(=O)NC2CCCCC2)CC1=O (stereo not drawn)	1.5	0.1	1.2	1.1	12.4	-1.6	-4.3	1.2	-2.5
N=C1/C(=C\c2ccc(OC(=O)c3ccco3)cc2)C(=O)N=C2SC(N3CCCCC3)=NN12	0.1	0.9	6.3	-5.6	2.2	25.7	2.8	10.1	-9.0
COc1cc(NC(=O)CCc2nnc3ccc(N4CCOCC4)nn23)cc(OC)c1OC	-15.9	1.3	-6.9	-3.4	9.6	3.3	-5.1	-2.7	-8.8
CCOC(=O)c1cnc2nc(COc3ccccc3)[nH]n2c1=O	-10.0	-0.3	-8.3	-2.2	9.2	3.5	-2.1	6.0	12.3

Some of these compounds in order of count of non-hydrogen atoms, highest first.
SMILES	tim23-1 inh	UPR CHOP act	TIM10 inh	APJ ag	Mdm2 MdmX PPI	APJ antagonist	UPR XBP1 act	CXCR6 inh	tim10-1 inh
COc1cc2c(cc1OC)CN(c1nc(CN3CCOCC3)nc3sc4c(c13)CCCC4)CC2	35.4	3.1	35.9	-3.0	45.5	-4.9	-4.5	8.6	11.0
N=C1/C(=C\c2ccc(OC(=O)c3ccco3)cc2)C(=O)N=C2SC(N3CCCCC3)=NN12	0.1	0.9	6.3	-5.6	2.2	25.7	2.8	10.1	-9.0
CC(=O)c1cccc(NC(=O)COC(=O)c2ccccn2)c1	9.7	2.1	-14.0	2.6	7.1	-9.9	-1.7	1.6	20.4

Next part.
SMILES	tim23-1 inh	UPR CHOP act	TIM10 inh	APJ ag	Mdm2 MdmX PPI	APJ antagonist	UPR XBP1 act	CXCR6 inh	tim10-1 inh
CCOc1ccc(C(=O)C2CCN(C(=O)c3ccc([N+](=O)[O-])cc3)CC2)cc1	29.0	-2.0	-7.6	0.8	1.1	-28.3	-4.5	-12.6	29.9
CC(/C=C/c1ccccc1)=N\NC(=O)c1ccc(Br)cc1	-7.4	1.1	13.3	-1.4	9.5	-0.1	-0.5	5.9	1.5
CCOC(=O)CSc1nc2c(c(=O)[nH]c(=O)n2C)n1C/C=C(/C)Cl	22.2	-0.5	15.4	0.1	-30.7	17.6	2.8	9.2	9.9
COCCNC(=O)Nc1ccc2nc(C)sc2c1	12.7	-1.2	-8.5	-1.9	12.6	4.4	1.8	-3.8	-5.4
COc1ccccc1NC(=O)C1CCCCC1	6.1	-0.6	-1.4	-0.8	7.0	3.3	-0.6	1.0	5.3
COCCN(C(=O)c1ccco1)C(C(=O)NC1CCCC1)c1cccs1 (stereo not drawn)	15.1	1.7	-12.9	-1.4	11.1	8.5	0.2	2.6	4.5
COc1ccc(C(=O)OCCNC(=O)c2c(Cl)nc3ccccn23)cc1	-5.0	-1.7	-0.8	-1.4	32.5	-11.4	11.3	-7.2	-6.1
N#Cc1ccc(OCC(=O)Nc2ccc(N3CCCC3)cc2)cc1	17.2	-1.9	3.1	-1.0	-1.8	13.1	-2.6	-0.4	7.7
CCS(=O)(=O)c1ccc(O)c(NC(=O)COc2ccc(OC)cc2)c1	6.4	1.4	1.3	-3.4	-5.7	4.5	1.0	-7.9	-1.2
O=C(COC(=O)/C=C/c1ccc(C(F)(F)F)cc1)NC1CCCC1	5.4	-1.1	-1.4	1.4	-3.8	5.9	-5.1	-4.4	0.5
CC1CCC(NC(=O)C2CCC(CNS(=O)(=O)c3cccc4cccnc34)CC2)CC1 (stereo not drawn)	5.8	-1.0	-7.5	5.4	22.0	-43.2	-4.0	-1.4	7.7
CCOc1cc(C)c(S(=O)(=O)NC2CCCCC2)cc1C	43.6	0.4	18.9	-2.7	-0.3	13.3	1.2	-12.7	29.6
C/C(=N\NC(=O)COc1ccc(C)cc1C(C)C)c1ccc(-n2ccnc2)cc1	18.3	8.9	-21.9	1.3	-5.5	-1.5	3.3	4.2	23.9
COc1ccccc1NC(=O)c1ccc(NC(=O)COC(=O)C(C)C)cc1	13.8	1.8	-2.0	-2.6	0.9	-6.3	3.8	-4.4	27.0
O=C1c2ccccc2C(=O)c2c1ccc1c(=O)n(C3CCCCC3)[nH]c21	44.1	4.3	50.5*	1.5	-3.1	12.1	1.3	6.4	49.5*
Cc1cc(OCC(=O)Nc2ccc(CN3CCOCC3)cc2)ccc1Cl	10.5	-0.4	-43.5	2.8	12.0	-11.4	-1.6	-1.4	-18.2
O=C(Nc1ccc(F)cc1F)N1CCN(c2ncccn2)CC1	11.5	-3.0	-0.7	-4.5	-17.6	14.9	-0.6	-1.9	4.9
CN(Cc1ccc(F)cc1)C(=O)CNC(=O)c1cccs1	-28.1	-0.9	-3.8	-3.5	-7.6	-24.4	-0.1	2.3	-16.7
Cc1cc(NC(=O)c2ccc(Cl)cc2)c(C)cc1O	20.6	2.8	-15.2	0.1	-23.2	-1.9	1.3	1.8	9.5
Cc1ccc(S(=O)(=O)N(C)c2ccc(C(=O)NCCc3ccccc3)cc2)cc1	19.0	2.8	10.3	9.8	-19.0	-15.8	-4.6	18.6	7.3
CCN(CC)S(=O)(=O)c1cccc(C(=O)Nc2nc3cc4c(cc3s2)OCCO4)c1	19.0	3.1	14.2	-1.1	28.1	18.6	2.0	6.6	20.5
COc1ccc(S(=O)(=O)N(C)C2CCS(=O)(=O)C2)cc1OC (stereo not drawn)	-0.7	-2.1	-2.3	-1.9	-0.4	13.1	1.3	-5.4	-10.0
N=c1c(C(=O)NCC2CCCO2)cc2c(=O)n3ccccc3nc2n1Cc1ccc(Cl)cc1 (stereo not drawn)	0.6	0.9	8.3	-13.8	19.3	15.6	0.8	11.3	6.0
CCOc1ccc(N2C(=O)/C(=C/c3ccco3)N(C)C2=S)cc1	0.6	2.0	-6.6	-2.9	23.7	-1.8	1.8	0.5	6.0

Whole records, looked up by structure. Order of values: tim23-1 inh | UPR CHOP act | TIM10 inh | APJ ag | Mdm2 MdmX PPI | APJ antagonist | UPR XBP1 act | CXCR6 inh | tim10-1 inh
N=c1c(C(=O)NCC2CCCO2)cc2c(=O)n3ccccc3nc2n1Cc1ccc(Cl)cc1 (stereo not drawn) across the screens: 0.6 | 0.9 | 8.3 | -13.8 | 19.3 | 15.6 | 0.8 | 11.3 | 6.0
Cc1cc(OCC(=O)Nc2ccc(CN3CCOCC3)cc2)ccc1Cl across the screens: 10.5 | -0.4 | -43.5 | 2.8 | 12.0 | -11.4 | -1.6 | -1.4 | -18.2

(more compounds)
SMILES	tim23-1 inh	UPR CHOP act	TIM10 inh	APJ ag	Mdm2 MdmX PPI	APJ antagonist	UPR XBP1 act	CXCR6 inh	tim10-1 inh
Cc1ccc(NC(=O)c2cccc(C(=O)Nc3ccc(C)c(C)c3)n2)cc1C	18.4	4.6	9.0	4.5	12.9	-32.0	-1.5	-4.4	11.3
COc1ccc(/C=N\NC(=O)c2ccccc2OC)cc1COc1ccccc1C	16.1	0.0	7.5	12.8	2.6	9.5	-4.6	8.0	11.5
O=C(CSc1ncc(-c2ccc(F)cc2)[nH]1)NCc1ccco1	17.2	0.0	18.1	-2.3	-17.6	15.6	1.9	2.4	12.9
CC(C)n1c(SCC(=O)NCc2ccco2)nnc1C1CC1	10.4	-0.9	2.0	3.7	-24.8	7.0	-9.7	12.7	9.3
COc1ccc(C2C(C(=O)N3CCCCC3)CCC(=O)N2c2cc(OC)c(OC)c(OC)c2)cc1 (stereo not drawn)	11.6	-1.7	5.1	-3.6	-2.6	6.6	2.2	3.0	12.6
